Screening data deposited in PubChem BioAssay by National Center for Advancing Translational Sciences (NCATS).
TSHR antagonist = human thyrotropin receptor antagonism; AID 504810; TSHR-expressing cells, TSH-stimulated cAMP HTRF, 2 h; hits give low values; activity change, negative = inhibition, % at 11.5 µM; actives 0.2% (n = 330,000);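 active = activity change below a set negative limit, meaning inhibition stronger than a set level, cut at about -70% in these data; inconclusive = activity change between two set negative limits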; also: % is scaled to controls: 0 for no effect and ±100 for the full control effect
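Inhibition of cAMP made by TSHR-expressing cells under TSH stimulation (4nM final, EC80; 2 h, 37 deg C) is quantified with a one-step lysis HTRF kit, anti-cAMP cryptate versus cAMP-d2.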
Mito fusion yeast = blocks mitochondrial division or promotes mitochondrial fusion; AID 485298; Potency, µM (highest dose often 46.1 µM), for the others: at the highest dose growth rescue (activation), usual class: activators; actives 0.23% (n = 320,000); S. cerevisiae fusion-defective mutant growth rescue, CellTiterGlo 48 h;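 also: potency is read from the fitted curve at half-maximal effect; % of control where 0% means no effect; nearly all actives have a fitted effect of over 45% in size; temperature-sensitive fusion mutants such as fzo1-1 at 37 °C on non-fermentable ethanol glycerol medium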
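Yeast fusion mutant, YPEG (non-fermentable carbon), compound, 48 h at 37C non-permissive; CellTiterGlo added, 10 min RT, luminescence read. Rescued growth = division inhibition.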
hERG WT inh = KCNH2 (human, wildtype) channel inhibition. Q12809. U2OS, BacMam KCNH2, thallium flux FluxOr; hits give low values. activity change, % at 1.84 µM. actives 0.37% (n = 340,000);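 active = maximum activity change below -70%; inconclusive = maximum activity change between -70% and -50%; inactive = maximum activity change above -50%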; also: % is scaled to controls: 0 for no effect and ±100 for the full control effect
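U2OS cells transduced with wild-type KCNH2 virus are loaded with FluxOr dye for 45 min, and thallium flux is measured in kinetic reads before and after stimulation buffer. Rate constants are normalized to DMSO controls.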
USP2a block = inhibitors of human ubiquitin-specific protease USP2a | AID 463254 | actives 0.01% (n = 330,000) | USP2 core, Ub-CHOP2 coupled fluorogenic reporter, 485/531 | Potency, µM (doses to about 38.3 µM), inactives show top-dose activity change, negative = inhibition, usual class: inhibitors;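 also: potency is read from the fitted curve at half-maximal effect; plate controls were DMSO wells for no effect and full inhibition by NEM control for full effect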
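Deubiquitinase activity read as fluorescence (485/531 nm) after Ub-CHOP2 cleavage activates the enterokinase reporter on its substrate; USP2 core 10nM, Ub-CHOP2 and substrate 25nM each, 30min compound preincubation then 60min RT; data normalized to NEM, curves fitted.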
KCNH2 3.1 block = inhibitors of human KCNH2 3.1 potassium channel isoform. U2OS KCNH2 3.1, thallium flux FluxOr; hits give low values. activity change, % (tested at about 1.8 µM). actives 0.95% (n = 340,000). AID 720553;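 active = maximum activity change below -70%; inconclusive = maximum activity change from -70% to -50%; inactive = maximum activity change above -50%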;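 also: thallium influx rate constant from kinetic fluorescence after stimulation buffer; % is scaled to controls: 0 for no effect and ±100 for the full control effect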
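Thallium flux via FluxOr fluorescence (Red40 quencher, 45 min loading) in U2OS cells virally expressing the KCNH2 3.1 isoform (1.77 x 10^8 /mL virus, overnight at 37 C). Rate constants from 2-min kinetic reads post-stimulation, normalised to positive and negative controls.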
TCR act = activators of T cell receptors. Potency, µM (doses to about 9.22 µM), for inactives: at the top dose activation of IL-2 secretion, actives largely listed as activators. 330,000 tested, under 10 active. AID 504894. primary human leukocytes, anti-CD3, IL-2 HTRF, 48 h; also: % of control where 0% means no effect
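Primary human leukocytes receive a-CD3 beads and test compound and are incubated 48 hr. Secreted IL-2 is then assayed by HTRF, measuring 665nm acceptor emission after 320nm excitation of the europium donor.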
Eya2 inh = blocks the phosphatase activity of human Eya2 | Potency, µM (highest dose often 76.9 µM), for the others: top-dose activity, negative = inhibition, actives largely listed as inhibitors | AID 488837 | actives 0.006% (n = 330,000) | recombinant Eya2, OMFP fluorescence dephosphorylation (OMFP is methylfluorescein phosphate); also: potency is read from the fitted curve at half-maximal effect; % is scaled to controls: 0 for no effect and ±100 for the full control effect
Target sequence (O00167 whole entry, looked up): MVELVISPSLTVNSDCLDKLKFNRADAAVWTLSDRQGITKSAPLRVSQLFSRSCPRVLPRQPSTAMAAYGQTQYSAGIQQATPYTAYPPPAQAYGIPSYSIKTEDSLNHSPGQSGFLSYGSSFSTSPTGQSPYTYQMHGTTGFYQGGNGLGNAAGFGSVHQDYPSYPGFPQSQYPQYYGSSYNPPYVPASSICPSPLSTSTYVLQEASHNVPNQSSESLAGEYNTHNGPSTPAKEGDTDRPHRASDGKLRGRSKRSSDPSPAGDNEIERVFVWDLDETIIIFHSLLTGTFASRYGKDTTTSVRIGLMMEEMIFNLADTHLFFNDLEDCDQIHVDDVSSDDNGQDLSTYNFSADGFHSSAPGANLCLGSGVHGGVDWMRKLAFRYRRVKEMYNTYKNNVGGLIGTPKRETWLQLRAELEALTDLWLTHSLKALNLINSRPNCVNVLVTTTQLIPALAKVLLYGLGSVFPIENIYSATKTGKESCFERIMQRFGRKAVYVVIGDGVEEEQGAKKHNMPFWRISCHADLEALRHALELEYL
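Eya2 (0.2 uM) preincubated 10 min at ambient with compound, then OMFP substrate added at 50 uM; 10 min reaction in 50 mM HEPES pH 7.5, 50 mM NaCl, 5 uM MgCl2, 0.05% BSA, 1 mM DTT. Fluorescence read at Ex 485/Em 525 nm.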
TRPV1 agonist = human TRPV1 agonism; TRPV1-expressing cells, Fluo-8 calcium influx, agonist mode; activation, % at 8.33 µM; actives 0.19% (n = 320,000); in the data active = activation above about 80%; inconclusive = between about 30% and that limit; also: 0% is about no effect
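Cells expressing TRPV1 were dye-loaded with Fluo-8 and read kinetically: 10 s baseline, 3 min after compound (agonist portion), then 2 min after EC20 capsaicin (allosteric enhancer portion). Calcium-bound dye fluorescence at 480/520 nm.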
A-T KAP1 phos = candidate therapy for ataxia-telangiectasia. […] A-T fibroblasts, KAP-1 phosphorylation AlphaLISA; neocarzinostatin DNA damage 30 min before lysis. Potency, µM (titrated, usually from 57.5 µM), inactives show at the top dose activation, hits mostly activators. actives 0.19% (n = 320,000). AID 485349; also: potency is read from the fitted curve at half-maximal effect; % of control where 0% means no effect; nearly all actives have a fitted effect of over 45% in size
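ATM-like activity read as KAP-1 phosphorylation via AlphaLISA donor/acceptor antibody pairs after lysis and 6 hr at 25C. Cells were ATM-null patient fibroblasts ([…], hTERT), dosed 60 min, then exposed to the DSB inducer NCS for 30 min.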
ELG1 repair inh = inhibitors of ELG1-dependent DNA repair in HEK293T cells | HEK293T ELG1-luciferase reporter, luminescence, 16 h; DNA damage induced by 5-fluorouridine | Potency, µM (titrated, usually from 46.1 µM), inactives show at the highest dose activity change, negative = inhibition, usual class: inhibitors | actives 2.3% (n = 330,000) | AID 504467; also: potency is read from the fitted curve at half-maximal effect; % is scaled to controls: 0 for no effect and ±100 for the full control effect; nearly all actives have a fitted effect of over 55% in size
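Cells (2,000 per well) received 5-fluorouridine plus test compound or DMSO and were incubated 16 hr at 37 °C, 5% CO2. Luciferase activity was read by luminescence 30 min after ONE-Glo addition; signal suppression marked inhibition of damage-induced ELG1 function.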
* hit, by the source's call; u = inconclusive; x = not tested or not shown; [ ] = remark or other dose. Unless noted, calls follow the shape of the dose curve; as a rule, active = well fitted curve in the direction sought with a large enough effect; inconclusive = small, poorly fitted or top-dose-only effect, or another doubt; inactive = no such curve, though single readings can be large; an effect the other way counts as inactive or inconclusive. Some of the compounds tested; the hit share may differ from the screen's.

Second line of a record: TSHR antagonist, Mito fusion yeast, hERG WT inh, USP2a block, KCNH2 3.1 block, TCR act, Eya2 inh, TRPV1 agonist, A-T KAP1 phos, ELG1 repair inh
- N#CCCN(C(=S)NC(=O)c1cccs1)c1ccccc1F
→ 12.4, 6.0%, -1.2, 1.3%, 4.4, 5.2%, -21.3%, 0.5, -2.6%, u
- CCc1ccc(NC(=O)Cn2nc(C)c([N+](=O)[O-])c2C)cc1
→ 14.6, -2.1%, -1.1, 1.5%, 0.5, 0.7%, -0.7%, -8.3, 0.9%, 6.1%
- COc1ccccc1-c1cc(C(=O)N/N=C/c2ccoc2)c2ccccc2n1
→ 12.0, -2.0%, 3.7, -8.2%, 10.2, x, 1.8%, u, -7.5%, u
- Cc1cccc(NC(=O)c2ccc(OCC(=O)NCc3ccccc3)cc2)c1C
→ -2.5, -3.5%, -25.3, -1.7%, -23.9, -2.9%, -9.8%, -1.0, 1.5%, -19.7%
- Cc1nnsc1C(=O)N1CCCC(N2CCN(c3cccc(C(F)(F)F)c3)CC2)C1 (stereo not drawn)
→ -1.7, -0.9%, 13.9, 0.4%, -7.9, 8.5%, 0.4%, 0.1, 7.6%, 4.9%
- Cc1ccc(Cn2ccc(C3CC3)n2)cc1
→ -3.7, -8.6%, -2.1, 6.2%, 6.3, 1.2%, -4.4%, 3.7, 8.7%, u
- CC(C)C[C@H](NC(=O)N1CC(=O)Nc2ccccc21)C(=O)N[C@@H](Cc1c[nH]c2ccccc12)C(=O)O
→ -6.6, -0.4%, 0.1, 2.2%, 1.5, -2.1%, 13.7%, 3.7, -9.9%, 16.7%
- CCCOc1ccccc1-c1nc(SCCC(=O)O)n[nH]1
→ -9.0, -2.9%, 5.4, -0.5%, -26.3, -1.2%, 11.7%, -1.8, -3.3%, 5.2%
- Cn1cc(C(=O)c2ccc(Cl)cc2Cl)cc1C(=O)N/N=C(\N)COc1cccc(C(F)(F)F)c1
→ -9.5, -0.2%, 0.4, -1.4%, -39.3, 3.5%, 2.7%, -5.6, -2.6%, u
- COc1ccc(CNC(=O)Cn2ccc(N)nc2=O)cc1
→ 2.9, 1.4%, 21.6, 0.0%, 4.6, 2.2%, -1.9%, -0.3, 7.2%, 14.5%
- CC1CCCN(C(=O)CSc2nnc(-c3c[nH]c4ccccc34)o2)C1 (stereo not drawn)
→ -13.4, 26.1%, 16.4, 0.6%, -7.4, 20.1%, 29.1%[15.4 µM], 1.4, 8.1%, -2.1%
- COc1cccc(/C=N/NC(=O)c2c(C)nc3ccc(Cl)cn23)c1OC
→ -0.3, 3.9%, x, 3.0%, -5.5, -0.4%, -27.2%, -4.5, 0.0%, -3.1%
- COc1ccc(NC(=O)CN(c2ccc(F)cc2)S(=O)(=O)c2ccccc2)c(OC)c1
→ 7.8, 6.5%, -8.4, -1.2%, 0.3, 1.2%, -4.1%, 4.6, -2.1%, u
- COc1ccc(S(=O)(=O)Nc2cc(Sc3ncn[nH]3)c(O)c3ccccc23)cc1
→ -22.0, -16.1%, x, 3.9%, x, x, 6.9%, -1.7, -7.1%, 23.1µM*
- O=C(Nc1ccc(OC(F)(F)F)cc1)C1CCCN(S(=O)(=O)c2cccnc2)C1 (stereo not drawn)
→ -10.2, 5.6%, -1.6, 1.5%, -2.0, -1.7%, -11.1%, -12.3, 0.0%, u
- Cc1cc(C)c2sc(N(CCCN(C)C)C(=O)c3ccc(Br)s3)nc2c1
→ 6.0, 6.8%, -23.0, 3.5%, -82.4*, 10.3%, -1.6%, 1.5, 0.3%, 1.7%
- COc1cc(O)sc1C=Nc1ccc(Cl)cc1
→ -3.6, -0.4%, -6.0, -0.9%, -32.4, -17.2%, 10.0%, 1.1, -1.4%, u
- Cc1ccc(NC(=O)CSc2n[nH]c(C)c2[N+](=O)[O-])cc1
→ 8.6, -3.0%, -0.5, 2.7%, 3.8, -4.7%, -0.1%, 3.4, 7.1%, 22.1%
- CCCC(=O)Nc1nc(C)c(-c2csc(Nc3cc(OC)ccc3OC)n2)s1
→ -14.4, -3.5%, 1.2, 2.8%, -12.6, -4.0%, -36.1%, 1.4, -4.0%, 5.17µM*
- CCCc1nn(C)c(C(N)=O)c1[N+](=O)[O-]
→ 4.5, 21.5%, -2.1, -0.1%, 0.7, x, -13.0%, -0.3, 1.7%, -6.6%
- O=C(Nc1cccc([N+](=O)[O-])c1)Nc1ccc(Cl)cn1
→ 1.7, 8.9%, -7.0, 3.2%, 14.0, -4.4%, -26.2%, -2.2, 3.0%, 14.0%
- Cc1nc(N)sc1C(=O)Nc1ccccc1
→ -0.3, -3.1%, -6.2, 3.2%, 2.8, -9.2%, 8.3%, -1.9, -3.8%, u
- O=C(O)c1ccc(COc2ccc(CO)cc2Cl)cc1
→ -10.0, 0.7%, -2.7, 0.0%, 3.8, -14.2%, -1.7%, 2.4, -0.3%, u
- CCC(=C(c1ccc(OC)cc1)c1ccc(OC)cc1)c1cn(CC(O)CN(CCO)CCO)c2ccccc12 (stereo not drawn)
→ 3.7, -0.5%, x, -14.8%, -4.2, 3.0%, -8.6%, 6.2, 3.7%, u
- COc1ccc(/C=C/C(=O)NCCN=C2NS(=O)(=O)c3ccccc32)cc1
→ -10.7, -0.1%, 14.7, 4.5%, -5.3, -10.0%, -1.0%, -3.0, 1.4%, -18.9%
- O=C(N/N=C/c1ccccn1)c1ccccc1
→ -1.6, 1.8%, -9.1, 4.7%, -5.8, -2.4%[46.1 µM], 6.4%, -1.4, 8.9%, u
- COc1cccc(-c2sc3ccc(OC)cc3c2-c2ccc(OCCN3CCCC3)cc2)c1
→ 4.1, x, 2.7, -5.3%, -18.0, 9.8%[46.1 µM], -14.6%, x, 0.0%[11.5 µM], 1.8%
- CCSc1nnc(Nc2ccc(C)cc2)s1
→ -12.9, -0.3%, -18.3, -0.6%, -24.4, -5.2%, -2.3%, u, -6.2%, u
- COc1ccccc1NS(=O)(=O)c1cccc(NC(=O)NCCCl)c1
→ 20.7, 7.0%, -5.6, 3.6%, 18.7, -30.2%, -6.4%, 0.5, -2.5%, u
- CCC(C)OC(=O)C1=C(C)NC(=O)NC1c1ccc(F)cc1 (stereo not drawn)
→ -7.2, 5.5%, 5.0, 0.8%, -5.7, -24.1%, -3.5%, x, 15.3%, -6.2%
- CC(C)(C)SCCNC(=O)c1ccc(NS(C)(=O)=O)cc1
→ -2.1, -3.1%, 10.1, 1.0%, 7.9, 2.0%, 7.9%, 6.8, 4.6%, u
- O=C(/C=C/c1ccccc1)CC(O)(c1ccccc1)C(F)(F)C(F)F (stereo not drawn)
→ -14.2, -6.2%, -33.7, -0.5%, -9.3, -1.2%, 5.3%, -0.6, 2.3%, -7.2%
- CCN(CC)CCCN(Cc1cc2cc3c(cc2[nH]c1=O)OCO3)C(=S)Nc1ccccc1OC
→ -10.2, 1.0%, -3.7, 0.6%, -10.5, -14.3%, -2.4%, -0.4, 4.0%, 14.0%
- O=S(=O)(/N=C(/NNS(=O)(=O)c1ccccc1)c1ccccc1)c1ccccc1
→ 6.6, 2.3%, -3.5, -1.8%, 2.7, 2.5%, -3.9%, -1.2, 2.2%, -12.3%
- CC(NC(=O)COC(=O)C1=NN(c2ccccc2)C(=O)CC1)c1ccccc1 (stereo not drawn)
→ -4.4, 1.5%, -1.8, -0.8%, 9.0, 3.7%, -19.3%, -0.6, 12.1%, 5.5%
- CN(C)c1ccc(/C=C/C(=O)c2cc(Cl)ccc2O)cc1
→ -19.4, 4.6%, -16.6, 1.7%, -26.4, -3.6%, u, 10.6, 7.3%, u
- COc1ccc(C)cc1Nc1n[n+](C)c(-c2c3ccccc3cc3ccccc23)s1
→ -14.8, -11.9%, -12.3, 3.0%, 5.5, 4.3%, 6.5%, 2.4, -14.5%, -6.8%
- NC(=O)CCn1c(C(=O)c2ccc(Cl)cc2)c2ccccc2[n+]1[O-]
→ 1.4, 0.3%, 14.5, 1.3%, 17.7, 2.8%, -2.3%, -3.1, -4.5%, u
- CCSCCc1nnc(NC(=O)Nc2cccc(C(F)(F)F)c2)s1
→ -45.3, -21.2%, -4.9, 2.5%, 23.6, -0.7%[46.1 µM], -9.9%, 6.8, 9.6%, u
- COc1ccc(-c2oc3cc(O)c(OC)c(O)c3c(=O)c2OC)cc1
→ -9.7, -30.1%, 1.5, 1.2%, 0.1, -1.3%, -24.4%, -1.3, -5.4%, 11.8%
- CNC(=O)[C@H]1O[C@@H](n2cnc3c(NCc4cccc(I)c4)nc(Cl)nc32)[C@H](O)[C@@H]1O
→ -3.4, -0.5%, -8.2, -2.4%, -3.0, -5.1%, -14.1%, 5.7, -0.8%, -25.7%
- CCOc1ccc(NC(=O)CCS(=O)(=O)c2ccc(Br)cc2)cc1
→ -4.7, -9.9%, -2.5, 1.4%, 1.6, 2.2%, -10.7%, 2.3, 31.4%, 0.0%
